High-throughput results deposited in PubChem BioAssay by National Center for Advancing Translational Sciences (NCATS).
ERK EGF block: qHTS Assay for Inhibitors of the ERK Signaling Pathway using a Homogeneous Screening Assay; Stimulation with EGF; actives 0.41% (n = 130,000); Potency, µM (top dose mostly 11.5 µM), without a hit: at the top dose activity change, negative = inhibition, usual class: inhibitors; HEK293-V1b, EGF-stimulated phospho-ERK AlphaScreen; AID 1454, 2008; active = well fitted inhibition curve with a large enough effect; inconclusive = small, poorly fitted or top-dose-only effect, or effect the other way;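 also: plate controls were stimulated vehicle wells for no effect and unstimulated vehicle basal for full effect; nearly all actives have a fitted effect of over 55% in size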
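In this qHTS, HEK293 cells with stable type-1 vasopressin (V1b) receptor were exposed to compound at 37C for 30 min, stimulated 5 min with EGF at 25 nM, lysed, and probed for phospho-ERK by AlphaScreen.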
Numbers without * were called inactive; ? = inconclusive; & = joins results of further samples; [ ] = remark or other dose. Potency is read from the fitted curve at half-maximal effect. A portion of the library. The share of hits here may be higher or lower than overall.

Molecule | ERK EGF block
C=CCC1(O)C(=O)N2C(=C1C(=O)N1CCOCC1)c1ccccc1CC2(C)C (stereo not drawn) | 4%[57.5 µM]
Cc1ccc(-n2c(C)nnc2SCC(=O)NNC(=O)c2ccco2)cc1 | 16%
CC(C)=CCN1CCN(Cc2c(C)nn(C)c2Cl)CC1CCO (stereo not drawn) | 9%
O=C(N/N=C/c1ccncc1)c1cccc(N/N=C/c2ccncc2)c1 | -3%
N#C/C(=C(/O)Cc1ccccc1)P(=O)(c1ccccc1)c1ccccc1 | -5%[57.5 µM]
O=C(Nn1c(-c2ccncc2)nc2ccccc2c1=O)c1ccc([N+](=O)[O-])cc1Cl | 2%
Cc1cc(C(=O)NCc2nc(-c3ccccc3)no2)ccc1[N+](=O)[O-] | -1%
COc1ccc(CNC(=O)/C=C/c2ccc(S(=O)(=O)N3CCOCC3)cc2)cc1 | 0%
CCOc1ccccc1N1CCN(C(=O)CCCN2C(=O)c3cccc4cccc(c34)C2=O)CC1 | 6%
O=C(N/N=C\c1ccc(OC(=O)c2cccs2)cc1)c1ccc(Cl)cc1 | 6%
COCc1cc(=O)[nH]c(SCCS(=O)(=O)c2ccc(Cl)cc2Cl)n1 | -17%[57.5 µM]
Clc1ccc(OCCCCCN2CCCC2)c(Br)c1 | 18%
C=CCN1C(=O)N(c2ccc(F)cc2)C(=O)C1CC(=O)Nc1ccc(Cl)cc1 (stereo not drawn) | -1%[57.5 µM]
CC(=O)n1nc(-c2ccccc2)nc1NCc1cccs1 | -7%
O=C(COC(=O)c1cc(Cl)cc(Cl)c1)NCCN1C(=O)CSC1=O | -5%
Cc1nc2ccccc2nc1OCc1ccc([N+](=O)[O-])cc1 | -4%
CN(C)CCn1nnc2c(=O)oc3ccccc3c21 | -5%
Cc1[nH]c2ccccc2c1/C=N/NC(=O)c1cc(-c2cccs2)[nH]n1 | 5%
CCNC(=O)C(=O)c1c(-c2ccccc2)[nH]c2ccccc12 | -5%
Cc1cc(C)cc(NC(=S)NCCCN2CCOCC2)c1 | 1%
CCOC(=O)N/N=C/c1cn(Cc2ccc(Cl)cc2)c2ccccc12 | 9%
Cc1nc2c(C)cccc2cc1C(=O)N/N=C/c1ccc(C(=O)O)cc1 | 3%
Cc1nc2ccccc2c(=O)n1NC(=O)/C=C/c1ccccc1Cl | 3%
OCc1cn(-c2ccc(Cl)cc2)nn1 | 3%
CC(=O)ON(C(C)=O)S(=O)(=O)c1ccc(Cl)cc1 | 6%
CCN(CC)CCN(C(=O)c1ccc(S(=O)(=O)N2CCCCC2)cc1)c1nc2cc3c(cc2s1)OCO3 | -4%
CCSc1nnc(Cc2cc(=O)[nH]c(=O)[nH]2)n1-c1ccc(F)cc1 | -9%
O=C(O)c1cccc(N2C(=O)c3cccc(Oc4ccc(Cl)cc4)c3C2=O)c1 | -3%
CC(C)(C)C(=O)C(Cl)C(=O)Nc1ccccc1 (stereo not drawn) | 0%[57.5 µM]
CSCCC(NC(=O)c1ccc([N+](=O)[O-])cc1Cl)C(=O)OCC(=O)N(C)C (stereo not drawn) | -6%

Next section, overlapping the part above by three compounds.
Molecule | ERK EGF block
O=C(O)c1cccc(N2C(=O)c3cccc(Oc4ccc(Cl)cc4)c3C2=O)c1 | -3%
CC(C)(C)C(=O)C(Cl)C(=O)Nc1ccccc1 (stereo not drawn) | 0%[57.5 µM]
CSCCC(NC(=O)c1ccc([N+](=O)[O-])cc1Cl)C(=O)OCC(=O)N(C)C (stereo not drawn) | -6%
Cc1ccc(C2CC(c3cccc(NS(C)(=O)=O)c3)=NN2S(C)(=O)=O)cc1 (stereo not drawn) | 2%
CCCC(=O)n1nc(-c2ccccc2)nc1N | 15%
COC(=O)c1ccc(C(=O)OC)c(-n2c(=O)c3ccccc3c3ccccc3c2=O)c1 | -3%
S=C(Nc1ccc2c(c1)OCO2)N1CCCC1 | -11%
Cc1nc2sc(-c3ccccc3)cc2c(=O)n1N | -3%[57.5 µM]
Cc1ccc(C(=O)COC(=O)c2cnccn2)cc1[N+](=O)[O-] | -5%[57.5 µM]
O=C(Cc1csc(-c2ccccc2)n1)Nc1ccc(C(F)(F)F)cc1 | -10%
COc1cc(/C=C2/SC(=S)N(CC(=O)Nc3cccnc3)C2=O)cc(OC)c1OC | 8%
COc1ccc(NC(=S)N2CCCC(c3nc4ccc(C)cc4[nH]3)C2)cc1 (stereo not drawn) | -2%
Fc1ccc(-c2nc3c(-c4ccccc4)cnn3cc2CCN2CCOCC2)cc1 | 2%
CCc1nnc(NC(=O)c2ccc(-c3ccc([N+](=O)[O-])cc3Cl)o2)s1 | 2%
CCc1cccc(NC(=O)CCCSc2nc3ccccc3[nH]2)c1 | -3%
C(=N\Nc1nc(N2CCCC2)nc(N2CCCC2)n1)/c1ccncc1 | -3%
CCOP(=O)(OCC)c1nc(-c2ccccc2)oc1NCc1ccccc1 | 2%
O=C(Nc1cccs1)Nc1ccccc1Br | 0%[57.5 µM]

Compounds shown so far with an aryl methoxy group, in the order listed:
Molecule | ERK EGF block
COc1ccc(CNC(=O)/C=C/c2ccc(S(=O)(=O)N3CCOCC3)cc2)cc1 | 0%
COc1cc(/C=C2/SC(=S)N(CC(=O)Nc3cccnc3)C2=O)cc(OC)c1OC | 8%
COc1ccc(NC(=S)N2CCCC(c3nc4ccc(C)cc4[nH]3)C2)cc1 (stereo not drawn) | -2%

The listing continues:
Molecule | ERK EGF block
Clc1ccc(-c2csc(N/N=C/c3ccc4c(c3)OCO4)n2)cc1 | 0%
CCc1nc(SCC(=O)N2CCC(C)CC2)c2c(=O)n(C)c(=O)n(C)c2n1 | 0%
CCC(C)NC(=S)Nc1ccc(F)cc1 (stereo not drawn) | 2%[57.5 µM]
COc1nc(Nc2ccc([N+](=O)[O-])cc2)nc(NC2CCCCC2)n1 | 0%
CCCS(=O)(=O)N1CCC(C(=O)NCc2ccc3c(c2)OCO3)CC1 | -9%
CS(=O)(=O)N1CCC(C(=O)NCc2ccc(Cl)cc2)CC1 | 9%[57.5 µM]
O=C(Cn1cnc2c(cnn2-c2ccc(F)cc2)c1=O)N1CCN(c2ccccc2)CC1 | 4%
CC1(C)C/C(=N\NC(=S)Nc2ccccc2F)c2cc(O)ccc2O1 | 0%
C[C@H]1COc2c(C3(N)CC3)c(F)cc3c(=O)c(C(=O)O)cn1c23 | -6%[57.5 µM]
CCN(C(=O)CSc1ncccc1C(=O)Oc1cccc([N+](=O)[O-])c1)c1cccc(C)c1 | -1%
CN(Cc1cn(-c2ccccc2)nc1-c1ccc2c(c1)OCO2)Cc1nccn1C | 9%
CCO[C@@H]1OC(C(=O)NCc2nc3ccccc3[nH]2)=C[C@H](c2ccc(C(F)(F)F)cc2)[C@H]1CCCO | -12%[57.5 µM]
Cc1ccc(OCC(=O)NNC(=O)CSc2nnc(-c3ccc(C)cc3)n2C)cc1 | 3%
O=C(/C=C/c1cccs1)N1CCN(Cc2ccc3c(c2)OCO3)CC1 | 4%
O=C1CCCC/C1=N\Nc1ccc(C2CCCCC2)cc1 | -7%[57.5 µM]

2 neighbouring records out of the list so far, for reference:
Molecule | ERK EGF block
CC1(C)C/C(=N\NC(=S)Nc2ccccc2F)c2cc(O)ccc2O1 | 0%
C[C@H]1COc2c(C3(N)CC3)c(F)cc3c(=O)c(C(=O)O)cn1c23 | -6%[57.5 µM]

(further entries)
Molecule | ERK EGF block
Cc1cc(C)cc(NC(=O)CCC(=O)Nc2cc(C)on2)c1 | -4%
CCOC(=O)C(O)(CC(=O)Nc1cc(F)ccc1C)C(F)(F)F (stereo not drawn) | -2%
O=C(CC(=O)N/N=C/c1c(F)cccc1Cl)NCc1ccccc1 | 3%
CC(Sc1nc2cc([N+](=O)[O-])ccc2n1-c1ccc(F)cc1)C(=O)NCc1ccc2c(c1)OCO2 (stereo not drawn) | 12%
COc1ccc(CCN2C(=O)CS/C2=N/NC(=O)c2ccccc2F)cc1OC | 3%
COc1cccc(CNC(=O)CCC2CCCN(c3cc(C)nc(N(C)C)n3)C2)c1 (stereo not drawn) | -1%
CCOC(=O)CSC1=C(C#N)C(c2ccc(C)o2)CC(=O)N1 (stereo not drawn) | 5%
COC(=O)c1cc(OC)c(=O)c2c(OC)c(OC)ccc2c1 | 8%
CCN1CCN(c2oc(-c3ccco3)nc2C#N)CC1 | 1%[57.5 µM]
CC(=O)Nc1c(I)cc(I)c(C(=O)O)c1I | -3%
CSCCC(C(=O)N1CC2(C)CC1CC(C)(C)C2)N1C(=O)c2ccccc2C1=O (stereo not drawn) | -4%
Cc1ccc(N/C(N)=N/c2nc(C)cc(C)n2)cc1 | 3%
Oc1c(/C=C/C=C/C=Nc2ccccc2)sc(=S)n1Cc1ccccc1 | ?
O=C(NCC1CCCCC1)c1cccc(S(=O)(=O)NCc2cccnc2)c1 | -2%
CCn1cc(S(=O)(=O)c2ccc(C)cc2)[nH]c1=O | -12%
CCC1Oc2ccc(C)cc2N(CC(=O)N(Cc2cccnc2)Cc2cccc(F)c2)C1=O (stereo not drawn) | 8%
CCCCN1CCNC1=S | -1%[57.5 µM]
COc1ccc(CNCc2cccc(Cl)c2)cc1 | 5%
CC(=O)N1CCN(c2ccc([N+](=O)[O-])cc2C#N)CC1 | -1%
CC(CN1CCOCC1)OC(=O)C(C)(c1ccccc1)c1ccccc1 (stereo not drawn) | -6%
CCOC(=O)Cc1csc(NC(=O)c2sc3nc4cc(C)ccc4cc3c2N)n1 | 8%
CC(C)(C)c1ccc(-c2nn(CCC#N)cc2/C=N/O)cc1 | -3%
Cn1c(N)c(C(=O)COC(=O)c2cc(-c3ccco3)nc3ccccc23)c(=O)n(Cc2ccccc2)c1=O | 10%&-2%
CC(C)O/N=C1\C(=O)N(c2ccccc2)c2ccccc21 | -4%
Cc1ccc(S(=O)(=O)N2CCCCC2)cc1NC(=O)CSc1nncn1-c1ccccc1 | -7%
CCOc1ccc(NC(=O)Cc2ccccc2)c([N+](=O)[O-])c1 | 2%
CCCC12C(=O)C(C)(C(c3ccccc3)=C1c1ccccc1)C1C(=O)N(c3ccc(C)cc3)C(=O)C12 (stereo not drawn) | -13%
COc1cc(/C=N/NC(=O)c2ccc(CN3C(=O)c4cccc5cccc3c45)cc2)cc(OC)c1O | -6%[57.5 µM]
CN(C)S(=O)(=O)c1cccc(-c2nnc3n2CCCCC3)c1 | -13%[57.5 µM]
Cc1c(NC(=O)CC2NC(=O)NC2=O)c(=O)n(-c2ccccc2)n1C (stereo not drawn) | -4%
CCn1cc(/C=C2/SC(=S)NC2=O)c(C)n1 | 3%
CN1CCN(c2ccc(NC(=O)c3ccc4c(c3)OCCO4)cc2Cl)CC1 | 6%
COc1ccc(/C(C)=N/Nc2cccc(C(=O)O)c2)cc1OC | 4%
Cc1ccc(C(=O)C(c2ccccc2)N2Cc3ccccc3C2=N)cc1 (stereo not drawn) | ?
CCN(c1ccccc1)S(=O)(=O)c1ccc(C(=O)NCCCn2ccnc2)cc1 | -10%
O=[N+]([O-])c1ccc(Sc2ccccc2)nc1 | 4%
CC1CN(C(=O)Nc2ccc(Br)cc2Cl)CC(C)O1 (stereo not drawn) | -6%
COc1ccc(N2CCN(C(=O)Cn3cnc4c3c(=O)n(C)c(=O)n4C)CC2)cc1 | 5%
CSc1nn(-c2ccc(C(=O)OCC(=O)NC(=O)NC(C)C)cc2)c(=S)s1 | 0%
Cc1nc2sc(C(N)=O)c(N)c2c2c1CCCC2 | -10%[57.5 µM]
CCO/C=C1/C(=O)N(C(C)=O)c2ccccc21 | 1%
CCOC(=O)c1sc(=S)n(-c2ccccc2)c1N | 2%
CC1CCC/C(=C\Nc2ccc(C(=O)O)c(O)c2)C1=O (stereo not drawn) | 0%[57.5 µM]
CN(C)/C=C/C(=O)c1ccncc1 | -7%
CCNC(=S)N(Cc1cc2c(C)ccc(C)c2[nH]c1=O)C1CCCC1 | -2%
c1ccc(CCNc2nc(-c3ccncc3)nc3ccccc23)cc1 | ?
CCCc1nc2ccccc2c(C(=O)OCC(=O)Nc2c(C)n(C)n(-c3ccccc3)c2=O)c1CC | -2%
COc1ccc(-c2nnc(SCC(=O)c3ccc[nH]3)n2-c2ccccc2)cc1 | 4%
Cc1sc2ncnc(SCC(=O)Nc3nc(-c4ccc(F)c(F)c4)cs3)c2c1C | -5%
CCCCC[C@H](O)/C=C/[C@@H]1[C@@H](C/C=C\CCCC(=O)O)[C@H]2CO[C@@H]1C2 | -17%
Cc1nn(-c2ccccc2)c(C)c1/C=N/NC(=O)CSc1nnc(SCc2ccccc2Cl)s1 | -5%
CC1(C)NC(=O)N(CC(O)COc2ccccc2[N+](=O)[O-])C1=O (stereo not drawn) | 5%
COc1ccc(S(=O)(=O)N2CCCCC2)cc1NC(=O)c1ccc(=O)[nH]c1 | -5%
COP(=O)(OC)C(NC(=O)Nc1ccccc1)c1ccccc1 (stereo not drawn) | 6%[57.5 µM]
COc1ccccc1NC(=S)NC(NC(=O)CC(C)C)C(Cl)(Cl)Cl (stereo not drawn) | -15%
CC(C)CC(=O)Nc1cccc(NC(=O)c2ccccc2Cl)c1 | 4%
Cc1cccc(N(C(=O)CNC(=O)c2ccco2)C(C(=O)NC2CCCC2)c2ccncc2)c1 (stereo not drawn) | 3%
O=C(CCc1ccccc1)N1CCN(c2ccccc2F)CC1 | -7%
CN1CCC(N(C)C(=O)CNC(=O)c2ccc(C(C)(C)C)cc2)CC1 | 0%
COc1ccc(C(C(=O)NC2CCCCC2)N(C(=O)Cc2c[nH]c3ccccc23)c2ccccc2)cc1OC (stereo not drawn) | -5%
O=C(CSc1cccc2cccc(Cl)c12)NC1=NCCS1 | -7%
Oc1ccc(CN2CCC(Cc3ccccc3)CC2)c2cccnc12 | -2%
Cc1c(Cl)cccc1NC(=O)Nc1ccn(C)n1 | -9%
